# Compound activity (PubChem)
# HCMV antiviral: inhibitors of human cytomegalovirus; AID 1259415; 4.5% of 410,000 active; activity change, negative = inhibition, % at 57.5 µM; HFF cells, HCMV-luciferase reporter, 72 h; hits give low values; in the data active = activity change below about -60%; inconclusive = no clear call, values can overlap the other calls; inactive = above about -39%
#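 Steps: HFFs plated, 16 h 37C; compounds added; HCMV-luciferase added to MOI 1 PFU/cell; 72 h 37C; OneGlo reagent, 5 min room temperature; luminescence read, normalized to controls.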
# Sm TGR inh: blocks Schistosoma mansoni thioredoxin glutathione reductase; purified TGR, DTNB reduction, TNB absorbance 405 nm; AID 485364; Potency, µM (titrated, usually from 114 µM), inactives show at the highest dose activity change, negative = inhibition, actives largely listed as inhibitors; 3% of 360,000 active; note: potency is the fitted concentration of half-maximal effect; nearly all actives have a fitted effect of over 60% in size
#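 Kinetic colorimetric format: TGR-catalysed, NADPH-driven DTNB reduction monitored via TNB absorbance. Enzyme dispensed at 20 nM; compound exposure 15 min at room temperature before reaction start.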
# FBPA Giardia inh: inhibitors of Giardia lamblia fructose-1,6-bisphosphate aldolase. AID 2451. 0.71% of 290,000 active. purified Giardia FBPA. A8B2U2. Potency, µM (top dose mostly 59.6 µM), without a hit: top-dose activity, negative = inhibition, hits mostly inhibitors; note: potency is the fitted concentration of half-maximal effect; nearly all actives have a fitted effect of over 55% in size
# Target sequence (A8B2U2 whole entry, looked up): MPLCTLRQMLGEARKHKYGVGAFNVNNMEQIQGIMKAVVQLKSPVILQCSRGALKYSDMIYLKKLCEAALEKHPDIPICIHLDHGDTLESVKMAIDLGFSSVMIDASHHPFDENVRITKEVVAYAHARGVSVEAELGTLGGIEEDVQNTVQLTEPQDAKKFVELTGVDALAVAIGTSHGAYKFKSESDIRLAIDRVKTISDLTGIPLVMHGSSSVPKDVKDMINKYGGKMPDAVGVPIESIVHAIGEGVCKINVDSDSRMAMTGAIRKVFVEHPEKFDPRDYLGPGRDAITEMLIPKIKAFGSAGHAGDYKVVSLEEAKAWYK
#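 40 nM FBPA preincubated 10 min at RT with compound (up to 57.5 uM final), then substrate plus GAPDH/TPI/NAD/arsenate coupling and diaphorase/resazurin added. Fluorescence read after 20 min at RT, 525/598 nm.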
# AmpC detergent: blocks E. coli AmpC beta-lactamase in detergent assay; P00811; AmpC hydrolysis of nitrocefin, absorbance 480 nm, 0.01% Triton; Potency, µM (highest dose often 114 µM), without a hit: at the highest dose activity change, negative = inhibition, usual class: inhibitors; 0.041% of 370,000 active;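 note: potency is the fitted concentration of half-maximal effect; 0% = no-compound wells and -100% = no-enzyme wells; nearly all actives have a fitted effect of over 25% in size; some results filed as inactive show a strong effect at the top dose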
# Target sequence (P00811 whole entry, looked up): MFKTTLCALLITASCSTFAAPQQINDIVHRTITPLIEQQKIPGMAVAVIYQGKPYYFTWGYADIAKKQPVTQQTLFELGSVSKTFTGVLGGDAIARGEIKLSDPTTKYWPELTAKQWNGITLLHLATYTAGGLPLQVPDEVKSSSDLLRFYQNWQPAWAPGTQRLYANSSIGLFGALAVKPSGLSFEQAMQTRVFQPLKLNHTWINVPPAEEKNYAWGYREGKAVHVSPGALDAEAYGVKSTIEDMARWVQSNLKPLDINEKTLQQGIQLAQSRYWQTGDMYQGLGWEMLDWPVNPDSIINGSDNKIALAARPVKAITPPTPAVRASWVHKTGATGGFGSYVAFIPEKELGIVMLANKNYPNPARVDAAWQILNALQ
#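 AmpC (5.3 nM in the dispensed reagent) in 20 mM phosphate pH 7.0 with 0.01% (detergent screen) or 0.0001% Triton X-100 was preincubated with compounds for 15 min at room temperature. Nitrocefin was then added from an 800 uM solution, and hydrolysis was followed at 480 nm.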
# HCV inhibitor: inhibitors of hepatitis C virus infection; Huh7.5.1 HCVcc-Cre infection, luciferase reporter, 44 h; Potency, µM (doses to about 41.8 µM), for the others: at the highest dose activity change, negative = inhibition, usual class: inhibitors; AID 651820; 3.4% of 340,000 active; note: potency is the fitted concentration of half-maximal effect
#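 1,000 cells/well; 4 h culture; + compound; + HCVcc-Cre (~0.5 moi); 44 h; luciferase substrate, RT 15 min; read 15 sec.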
# AmpC inh no detg: blocks E. coli AmpC beta-lactamase in detergent-free assay. 0.52% of 330,000 active. AID 485341. Potency, µM (titrated, usually from 57.1 µM), without a hit: top-dose activity change, negative = inhibition, hits mostly inhibitors. P00811. AmpC nitrocefin hydrolysis, absorbance 480 nm, 0.0001% Triton;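 note: potency is the fitted concentration of half-maximal effect; plate controls were no compound for no effect and no enzyme for full effect; nearly all actives have a fitted effect of over 20% in size; some results filed as inactive show a strong effect at the top dose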
#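 AmpC (5.3 nM in the dispensed reagent) in 20 mM phosphate pH 7.0 with 0.01% (detergent screen) or 0.0001% Triton X-100 was preincubated with compounds for 15 min at room temperature. Nitrocefin was then added from an 800 uM solution, and hydrolysis was followed at 480 nm.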
# * marks the source's active call; other numbers are inactive results; ? = inconclusive; . = not tested or not shown; [ ] = another dose, or the depositor's remark. Unless noted, calls come from the whole dose curve; as a rule, active = well fitted curve in the direction sought with a large enough effect; inconclusive = small, poorly fitted or top-dose-only effect, or another doubt; inactive = no such curve, though single readings can be large; an effect the other way counts as inactive or inconclusive. Unless noted, % is set by controls: 0 for no effect and ±100 for the full control effect.
SMILES,HCMV antiviral,Sm TGR inh,FBPA Giardia inh,AmpC detergent,HCV inhibitor,AmpC inh no detg
Cc1ccc(S(=O)(=O)N2CCN(C(=O)CSc3ncc(C(F)(F)F)cc3Cl)CC2)cc1,-37,35µM*,2%,4%,-9%,8%
O=C1CNC(=O)/C1=C\N1CCCCC1,11,-4%,0%,-1%,7%,-23%
CC(=O)c1cccc(OCc2cc(C(=O)N(C)CCc3ccccn3)no2)c1,9,1%,3%,-4%,2%,-10%
COc1ccc(S(=O)(=O)Nc2nc3n(n2)C(c2ccc(Cl)cc2)CC(=O)N3)cc1 (configuration not stated),-11,8%,12%,?,-4%,-21%
COc1ccccc1CNC(=O)c1cc(C(C)=O)c[nH]1,102,8%,1%,-5%,-3%,-8%
CCC(C)c1ccc(NC(=O)C2CC2)cc1 (configuration not stated),-24,3%,-11%,-8%,7%,-13%
COc1cc(OC)nc(Oc2ccccc2C(=O)Oc2ccc(Cl)cc2)n1,?,-19%,0%,-3%,?,-3%
CC(NC(=O)c1cccnc1)C(=O)N1CCCCC1 (configuration not stated),-6,-27%,9%,0%,13%,-20%
O=C(Nc1ccc(-c2nc3cc(Cl)ccc3o2)cc1)C1CCCO1 (configuration not stated),83,-23%,3%,-4%,-5%,-14%
CN(Cc1ccccc1)C(=O)c1[nH]cnc1C(=O)Nc1ccon1,-9,-8%,.,5%,10%,-16%
Cc1ccc(NC(=O)CN2C(=O)S/C(=C\c3cccn3-c3cccc(C(=O)O)c3)C2=O)c(C)c1,.,1%,-26%,-12%,12%,-29%
COc1ccc(CC(=O)NCc2ccc(Cl)cc2)cc1S(=O)(=O)N1CCOCC1,-18,3%,.,?,14%,-3%
O=C(Cn1c(C(=O)NCCCN2CCOCC2)cc2sccc21)c1ccccc1,19,6%,6%,0%,7%,.
CC(=O)c1cc2c(cc1NS(=O)(=O)c1ccc(C)cc1)OCO2,-1,-6%,-15%,0%,?,-20%
CCc1nc(-c2ccccc2O)n(-c2ccccc2)n1,36,-28%,2%,?,-9%,-14%
Cc1coc2c(C)c3oc(=O)c(CCC(=O)N4CCCCC4)c(C)c3cc12,-20,1%,.,-3%,.,.
CCOC(=O)c1ccc(N2C(=O)c3n[nH]c(-c4cccs4)c3C2c2ccc(OCC)cc2)cc1 (configuration not stated),-105*,5%,.,3%,.,.
COc1cccc(NC(=O)CN(C)C(=O)c2cc3c(s2)CCCC3)c1,-8,-2%,.,-19%,?,-3%
CCc1cc(=O)oc2cc(C)cc(OCC(=O)NCC3CCC(C(=O)O)CC3)c12 (configuration not stated),2,8%,-9%,-12%,?,-13%
O=C(Nc1ccc(-c2nc3cc(NC(=O)c4cccs4)ccc3o2)cc1)c1cccs1,-70*,-4%,8%,-8%,11µM*,-22%
COc1ccc(Br)c(-c2nnc(CS(=O)(=O)c3ccccc3)o2)c1,?,0%,.,3%,-22%,-43%
COc1ccc(NC(=O)CCc2nc(-c3ccc(C)cc3)no2)cc1Cl,3,4%,-1%,-3%,?,-23%
CCOC(=O)C1CCN(C2=NC(=O)/C(=C/c3ccccc3OC)S2)CC1,-2,-16%,1%,-2%,4%,54%
COc1ccccc1-c1oc2ccccc2c1C#CC1(N)CCCCC1,17,1%,.,4%,?,27%
N#CC12CCCCC1CC1CCCCC1(C#N)N2N (configuration not stated),-7,0%,?,-1%,-2%,-8%
CCOc1ccc(Nc2oc(-c3ccc(COc4ccc(C)cc4)o3)nc2C#N)cc1,-20,-2%,.,-6%,.,.
CCc1cc(=O)[nH]c(SCC(=O)N2CCC(Cc3ccccc3)CC2)n1,-23,0%,.,0%,4%,20%
C=CCNC(=O)CSc1nnc(-c2ccccc2Cl)n1-c1c(C)n(C)n(-c2ccccc2)c1=O,35,0%,1%,-6%,3%,1%
CCn1c(=O)c2cc(C(=O)N3CCN(C(=O)c4ccco4)CC3)sc2c2ccccc21,.,1%,1%,-11%,.,14%
Cc1onc(-c2c(F)cccc2Cl)c1C(=O)NCCc1ccncc1,8,2%,.,-3%,.,-4%
COc1ccc(S(=O)(=O)N2CC(O)CC2C(=O)Nc2cccnc2)cc1 (configuration not stated),0,-1%,-2%,-7%,30%,-1%
CCc1c(O)nc(SCC(=O)Nc2ccccc2)n(-c2ccccc2)c1=O,30,-8%,0%,?,13%,-24%
Cc1cnc(C)c(N2CCC(C(=O)NC(C)c3cccs3)CC2)n1 (configuration not stated),-2,-2%,-5%,-3%,16%,-2%
CCn1c2ccccc2c2cc(NC(=O)COC(=O)c3ccccc3F)ccc21,-20,?,5%,-7%,?,-28%
C=CCn1c(SCC(=O)OCC)nc2cc(C(=O)NCc3ccco3)ccc2c1=O,68,5%,0%,-8%,?,-14%
CCCN(CCC)C(=O)c1c(NC(=O)CC)sc2c1CCCCC2,3,-6%,-2%,-11%,-5%,36%
Cc1nccn1CC(=O)O,-11,0%,-6%,?,14%,-10%
Cc1ccc(CN(Cc2ccccc2)C(=S)NCC(=O)N2CCC3(CC2)OCCO3)o1,?,-3%,-6%,-14%,?,176%[activator]
CC(C)(C)N(Cc1cc2ccccc2[nH]c1=O)C(=O)C1CCCCC1,-16,-9%,2%,?,18%,-44%
CCOc1ccccc1NC(=O)c1cc(C(=O)c2cc(Br)ccc2O)coc1=N,-35,4%,0%,-3%,?,?

# Rewritten bar-delimited: part of the list above.
smiles | HCMV antiviral | Sm TGR inh | FBPA Giardia inh | AmpC detergent | HCV inhibitor | AmpC inh no detg
C=CCn1c(SCC(=O)OCC)nc2cc(C(=O)NCc3ccco3)ccc2c1=O | 68 | 5% | 0% | -8% | ? | -14%
CCCN(CCC)C(=O)c1c(NC(=O)CC)sc2c1CCCCC2 | 3 | -6% | -2% | -11% | -5% | 36%

# Later entries
SMILES,HCMV antiviral,Sm TGR inh,FBPA Giardia inh,AmpC detergent,HCV inhibitor,AmpC inh no detg
NC(=O)C1(c2ccccc2)CCC(=O)N1c1ccccc1 (configuration not stated),23,13%,6%,5%,5%,2%
O=C(NC1=NCCS1)C1CC2CCC1C2 (configuration not stated),16,12%[11.4 µM],-3%,-11%,1%,-16%
O=C(N/N=C/c1ccc(Cl)s1)c1ccccc1[N+](=O)[O-],15,4%,-19%,1%,-17%,-19%
Cc1noc(C)c1S(=O)(=O)N(C)C[C@H]1Oc2ccc(NC(=O)CCC(F)(F)F)cc2C(=O)N([C@H](C)CO)C[C@@H]1C,-13,.,.,.,7%,107%[activator]
Cc1c(NC(=O)c2csc3c2CCCC3)c(=O)n(-c2ccccc2)n1C,-37,-5%,4%,-1%,6%,-14%
C#Cc1ccc([C@@H]2C=C(C(=O)NC3CC3)O[C@H](OCC)[C@H]2CCCO)cc1,2,-1%,4%,1%,5%,33%
COc1cccc(C(=O)NCC(=O)NCc2cc(=O)n(C)c(=O)n2C)c1,-21,-16%,-2%,-10%,10%,-4%
Cc1ncc([N+](=O)[O-])n1CC(=O)NC1CCCCC1,11,?,2%,?,17%,3%
O=S(=O)(Nc1ccc(-n2cnnn2)cc1)c1cccc(F)c1,-4,-1%,.,?,-29%,-16%
Cc1c(N(C)C)c(=O)n(-c2ccccc2)n1C,-6,-24%,8%[21.7 µM],-4%,7%,-9%
Cc1ccccc1N1CC(c2nc3ccccc3n2Cc2ccc(Br)cc2)CC1=O (configuration not stated),-78*,0%,.,19%,.,.
O=C(O)c1ccccc1C(=O)Nc1nc(-c2ccc3ccccc3c2)cs1,-21,-19%,.,-4%,?,-40%
CCOc1ccc(CN2CCN(Cc3ccc4c(c3)c3ccccc3n4CC)CC2)cc1,101,-15%,.,1%,.,.
Cc1ccc(S(=O)(=O)N2CCOCC2)cc1NC(=O)COC(=O)CSc1ccc(Br)cc1C,-96*,-10%,-1%,0%,10%,34%
CC1CCCN(C(=O)CSCC(=O)Nc2nc(-c3cccs3)cs2)C1 (configuration not stated),73,0%,0%,?,8%,0%
O=C(NCc1cccnc1)C1CC(=O)N(c2ccc(F)cc2)C1 (configuration not stated),-7,-1%,5%,?,18%,-31%
Oc1[nH]c2ccc(Br)cc2c1N=NC(=S)N1CCOCC1,-100*,20%,?,9%,11µM*,-31%
CCN1CCCC1CNC(=O)c1cc(S(=O)(=O)N(C)C)ccc1Cl (configuration not stated),-16,-13%,-2%,-2%,7%,0%
COc1cc(/C=C2\SC(=O)NC2=O)ccc1OCC(=O)N1CCOCC1,-9,.,.,.,16%,-7%
COc1ccc(N(Cc2cccs2)C(=O)c2ccco2)cc1,6,-1%,.,17%,.,.
NS(=O)(=O)c1ccc(CCNC(=O)CCCC2=NS(=O)(=O)c3ccccc3N2)cc1,52,1%,1%,3%,1%,-22%
Nc1nnc(SCC(=O)N2CCN(Cc3ccccc3)CC2)s1,39,-20%,0%,1%,7%,-13%
Cc1ccc(-c2nc(NCc3cccnc3)c3ccccc3n2)cc1,-20,0%,6%,-13%,?,-23%
COc1ccc(CC(=O)N2CCOCC2)cc1,40,-5%,4%,?,5%,-12%
Fc1ccc(-c2nn3c(C4COc5ccccc5O4)nnc3s2)cc1 (configuration not stated),-23,2%,7%,-13%,-13%,-43%
CSc1sc(C(=O)N2CCc3ccccc32)cc1S(=O)(=O)C(C)C,-39,-25%,.,3%,?,0%
Cc1ccc(N/N=C/c2c(O)cc(C)oc2=O)cc1,4,6%,?,?,-19%,-22%
Cc1ccc(C(=O)N/C(=C\c2cccnc2)c2nc3ccccc3[nH]2)cc1,18,-8%,0%,3%,0%,-10%
CCN(CC)S(=O)(=O)c1ccc(N2CCOCC2)c(NC(=O)C2CCCO2)c1 (configuration not stated),-31,-2%,0%,-5%,6%,34%
Cc1cc(Br)c(OCc2ccc(C(=O)N/N=C3\CC(=O)CC(C)(C)C3)cc2)c(Br)c1,-20,5%,3%,-12%,?,-3%
Cc1cc(C)cc(OCC(=O)Nc2c(C(=O)c3ccccc3)oc3ccccc23)c1,0,-3%,.,25%,.,.
COc1ccc(N2CCN(C(=O)CCc3nnc4ccc(N5CCOCC5)nn34)CC2)cc1,-38,-7%,8%,1%,36%[activator],42%
COc1ccccc1C(CNC(=O)CNC(=O)c1ccc(Cl)c(Cl)c1)N1CCCC1 (configuration not stated),1,-15%,.,-1%,?,56%
CC(C)(C)c1ccc(NC(=O)COC(=O)c2ccc3ncsc3c2)cc1,-9,-14%,.,-4%,?,0%
Cc1ccc(C)c(N(C(=O)c2csnn2)C(C(=O)NC2CCCCC2)c2ccccn2)c1 (configuration not stated),13,0%,-6%,-11%,-9%,13%

# Five compounds picked at random from those above, as already listed:
SMILES,HCMV antiviral,Sm TGR inh,FBPA Giardia inh,AmpC detergent,HCV inhibitor,AmpC inh no detg
COc1ccc(CC(=O)N2CCOCC2)cc1,40,-5%,4%,?,5%,-12%
Cc1ccc(-c2nc(NCc3cccnc3)c3ccccc3n2)cc1,-20,0%,6%,-13%,?,-23%
COc1ccccc1C(CNC(=O)CNC(=O)c1ccc(Cl)c(Cl)c1)N1CCCC1 (configuration not stated),1,-15%,.,-1%,?,56%
Cc1ccc(N/N=C/c2c(O)cc(C)oc2=O)cc1,4,6%,?,?,-19%,-22%
CCN(CC)S(=O)(=O)c1ccc(N2CCOCC2)c(NC(=O)C2CCCO2)c1 (configuration not stated),-31,-2%,0%,-5%,6%,34%
